Source: PubChem (several laboratories)
TRPC4 act: activators of mouse TRPC4 channel, primary screen, Fluo4 calcium, HEK293 TRPC4beta/mu-opioid cells | Fluo4 calcium fluorescence; active compounds read high | actives 0.49% (n = 310,000) | B-score at 10 µM | AID 2237, 2010 | Short transient receptor potential channel 4 (Mus musculus), Q9QUQ5;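 active = B-score above 5 SD of library B-scores, and initial fluorescence ratio not above library mean plus 5 SD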;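 also: positive B-score marks a calcium rise read as TRPC4 activation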
Target sequence (Q9QUQ5 whole entry, looked up): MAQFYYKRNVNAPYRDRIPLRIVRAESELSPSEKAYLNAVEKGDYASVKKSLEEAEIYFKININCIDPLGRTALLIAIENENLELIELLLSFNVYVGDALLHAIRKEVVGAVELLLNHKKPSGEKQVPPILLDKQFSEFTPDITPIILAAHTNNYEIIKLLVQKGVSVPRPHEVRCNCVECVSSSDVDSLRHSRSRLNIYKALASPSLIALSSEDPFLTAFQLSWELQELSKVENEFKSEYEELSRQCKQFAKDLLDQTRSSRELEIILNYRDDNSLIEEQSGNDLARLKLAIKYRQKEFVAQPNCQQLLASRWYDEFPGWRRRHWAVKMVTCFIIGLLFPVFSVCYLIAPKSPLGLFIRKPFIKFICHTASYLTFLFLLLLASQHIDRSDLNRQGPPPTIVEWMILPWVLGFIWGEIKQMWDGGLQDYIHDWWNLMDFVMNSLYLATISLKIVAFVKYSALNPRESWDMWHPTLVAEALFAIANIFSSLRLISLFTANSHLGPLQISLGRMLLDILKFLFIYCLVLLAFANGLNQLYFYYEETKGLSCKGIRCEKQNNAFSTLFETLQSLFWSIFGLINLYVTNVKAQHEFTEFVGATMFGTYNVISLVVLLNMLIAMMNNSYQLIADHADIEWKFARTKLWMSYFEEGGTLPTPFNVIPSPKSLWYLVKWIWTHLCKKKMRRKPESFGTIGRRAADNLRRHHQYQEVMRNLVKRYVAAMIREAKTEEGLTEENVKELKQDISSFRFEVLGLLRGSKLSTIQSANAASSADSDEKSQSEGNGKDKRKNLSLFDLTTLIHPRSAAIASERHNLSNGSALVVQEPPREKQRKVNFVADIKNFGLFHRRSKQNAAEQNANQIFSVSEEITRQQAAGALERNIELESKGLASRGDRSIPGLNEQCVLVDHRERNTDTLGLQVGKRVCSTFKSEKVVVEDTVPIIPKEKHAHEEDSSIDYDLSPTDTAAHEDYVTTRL
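Assay system – TRPC4beta and mu-opioid receptor HEK293 stable cells · Measured by – Fluo4 fluorescence, kinetic · Schedule – dye loading 45 min room temperature, 110 s kinetic read · Read-out – B-scored integrated calcium fluorescence ratio · Controls – buffer and maximal DAMGO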
TRPC6 act: mouse TRPC6 channel activators, primary screen, cell-based, HEK293, membrane potential dye | actives 0.13% (n = 310,000) | B-score at 10 µM | HEK293-TRPC6 membrane potential dye fluorescence; active compounds read high;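 active = B-score of the integrated fluorescence ratio above library mean plus 3 SD, and starting fluorescence ratio within library mean plus 5 SD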;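 also: higher score means more depolarization so channel activation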
PolyA inh: polyadenylation inhibitors in yeast reporter cells, primary screen, luminescence, S. cerevisiae; calls only at 12 µM; actives 0.02% (n = 300,000); S. cerevisiae SKY197-pL101 polyadenylation reporter, beta-gal luminescence; efflux-impaired pdr1/pdr3 knockout yeast; score 100 = 6 SD above DMSO;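 active = lowest replicate activity score at least 50, where 100 means six control SD above control mean; inconclusive = lowest score under 50 but half or more replicates reach 50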;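 also: yeast exposed to compound for 9 h at 30 °C; higher score means more reporter readthrough which indicates perturbed polyadenylation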
TRPC6 inhibitor: mouse TRPC6 channel inhibitors, primary screen, cell-based, HEK293, membrane potential dye. Short transient receptor potential channel 6 (Mus musculus), Q61143. ACh-evoked depolarization; active compounds read low. B-score at 10 µM. actives 1.1% (n = 310,000). AID 2553, 2010;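 active = B-score under library mean minus 3 SD, initial fluorescence not abnormally high, positive integrated signal ratio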;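 also: B-score derived from integrated fluorescence ratio over the kinetic read; more negative B-score means stronger inhibition of depolarization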
AI-2 QS modul: Vibrio harveyi AI-2 quorum sensing modulators, primary screen, JMH597 strain, luminescence/OD600 ratio | Vibrio harveyi JMH597 AI-2 luminescence/OD600 ratio, 9 h; active compounds read low; strain lacks LuxN and CqsS sensors; 0 = neutral-control median | activity change, % at 7.5 µM | actives 0.4% (n = 300,000); in the data active = activity change below about -75%, passing the limit was not always enough; inconclusive = no clear call, values can overlap the other calls;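 also: luminescence divided by OD600 gain over 9 h not by final OD600 alone; inactives centre near 13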
TRPC4 PAM: positive allosteric modulators of TRPC4, primary screen, cell-based, mouse TRPC4beta, HEK293 mu-opioid, Fluo-4 calcium; Short transient receptor potential channel 4 (Mus musculus), Q9QUQ5; B-score at 10 µM; DAMGO EC20, Fluo-4 Ca2+ flux; active compounds read high; actives 0.42% (n = 310,000);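 active = B-score of calcium response area above 5 SD of library B-scores, with initial fluorescence ratio within 5 SD of library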;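 also: B-score of integrated fluorescence ratio over time as area under calcium response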
MrgX1 allo act: positive allosteric modulators of MrgX1, primary screen, HEK293 cells, Fluo-4 calcium flux; FDSS; active compounds read high; B-score at 10 µM; actives 0.63% (n = 310,000); AID 588675, 2011;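 active = plate-corrected calcium response at least 3 library SD above typical, normal starting fluorescence, not activating the receptor alone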;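 also: compound read alongside a low EC10 to EC30 dose of BAM8-22 agonist; peak minus trough fluorescence over baseline measured at the second addition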
MrgX1 agonist: agonists of human MrgX1 receptor, primary screen, HEK293 cells, Fluo-4 calcium flux. Mas-related G-protein coupled receptor member X1 (Homo sapiens), Q96LB2. Fluo-4 calcium fluorescence, agonist mode; active compounds read high. B-score at 10 µM. actives 0.44% (n = 310,000);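 active = calcium response B-score plate-corrected fluorescence ratio at least 3 library SD, with starting fluorescence B-score inside 5 SD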
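Test system: Stable human MrgX1 HEK293 cell line | Schedule: Overnight plating before 1 h dye loading | Read-out basis: Baseline-normalised fluorescence change ratio, B-scored | Detection: Kinetic calcium dye fluorescence, Fluo-4 NW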
MrgX1 antag: antagonists of human MrgX1 receptor, primary screen, HEK293 cells, Fluo-4 calcium flux; Mas-related G-protein coupled receptor member X1 (Homo sapiens), Q96LB2; BAM8-22 antagonism; active compounds read low; B-score at 10 µM; actives 1.3% (n = 310,000); AID 588676, 2011;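 active = calcium-response B-score plate-corrected more than 3 library SD below zero, starting fluorescence within 5 deviations, no agonist response on first addition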;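 also: peak minus trough fluorescence over baseline after final BAM8-22 challenge near maximal dose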
HIF activator: HIF pathway transcriptional activators, primary screen, cell-based, U2OS HRE-luciferase, luminescence; actives 0.32% (n = 300,000); activation, % at 7.5 µM (by protocol); U2OS HRE-luciferase reporter; normalized: DMSO 0%, desferrioxamine 100%; AID 1910, 2009;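 active = mean activation of at least 10% of the iron chelator positive control signal, with at least half of replicates also reaching 10%; inconclusive = mean and replicate majority disagree about reaching 10%; inactive = mean and most replicates under 10%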
TRPC4 inh: inhibitors of mouse TRPC4 channel, primary screen, Fluo4 calcium, HEK293 TRPC4beta/mu-opioid cells; Short transient receptor potential channel 4 (Mus musculus), Q9QUQ5; DAMGO-evoked Fluo4 calcium flux; active compounds read low; B-score at 10 µM; actives 0.39% (n = 300,000); AID 2247, 2010;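 active = B-score over 3 SD under the library average, no early fluorescence shift, positive overall ratio signal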
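material = TRPC4beta/mu-opioid receptor HEK293 cell line | probe or stimulus = sequential submaximal and maximal DAMGO stimulation | compound dosing = one concentration per compound | measured by = Fluo4 Ca2+ flux fluorescence | evaluation = integrated fluorescence ratio relative to baseline, converted to per-well B score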
Starred values were filed as active, the others as inactive; i = inactive; u = inconclusive; x = not tested or not shown. Only part of the results is shown. The share of hits here may be higher or lower than overall.

mol,TRPC4 act,TRPC6 act,PolyA inh,TRPC6 inhibitor,AI-2 QS modul,TRPC4 PAM,MrgX1 allo act,MrgX1 agonist,MrgX1 antag,HIF activator,TRPC4 inh
Cc1ccc(OCCN2C(=O)c3ccccc3C2=O)c(C)c1,i,i,i,i,36,i,i,i,i,1.5,i
COC(=O)c1sccc1NC(=O)C1CC=CCC1C(=O)O (stereo not given),i,i,i,i,6,i,i,i,i,-0.7,i
CCCC(=O)Nc1ccccc1-c1nnn(CC(=O)Nc2ccc(OC)cc2)n1,i,i,i,i,29,i,i,i,i,0.2,i
CCn1c2ccccc2c2nn(C)c(=N)nc21,i,i,i,i,7,i,i,i,i,-1.6,i
CCOC(=O)c1ccccc1NS(=O)(=O)c1ccc(OCC)cc1,i,i,i,i,34,i,i,i,i,0.1,i
CC(NC(=O)Cc1ccsc1)c1ccc(S(N)(=O)=O)cc1 (stereo not given),i,i,i,i,22,i,i,i,i,0.4,i
Cc1nc2nc(-c3ccco3)nn2c(C)c1Cl,i,i,i,i,22,i,i,i,i,u,i
COc1cn(-c2ccccc2)nc1C(=O)NCc1ccccc1,i,i,i,i,11,i,i,i,i,1.8,i
CCC1CCCN1Cn1cnc2c([nH]c3ccc(Cl)cc32)c1=O (stereo not given),i,i,i,i,21,i,i,i,i,0.3,i
CC(=O)c1cccc(OC(=O)c2ccc3c(=O)n4c(nc3c2)CCC4)c1,i,i,i,i,6,i,i,i,i,-2.5,i
O=C(CN1C(=O)c2cccnc2Oc2ccc(Cl)cc21)Nc1ccc(F)cc1,i,i,i,i,-22,i,i,i,i,0.2,i
O=C(NCc1ccc2c(c1)OCO2)C1CCN(S(=O)(=O)c2cccs2)CC1,i,i,i,i,-1,i,i,i,i,-0.9,i
Nc1ccc(Nc2ccncc2[N+](=O)[O-])cc1,i,i,i,i,19,i,i,i,i,-0.2,i
COc1ccccc1CCC(=O)Nc1cccc(S(=O)(=O)N2CCOCC2)c1,i,i,i,i,31,i,i,i,i,-0.1,i
OC(CNCc1cccs1)c1ccccc1 (stereo not given),i,i,i,i,19,i,i,i,i,-0.5,i
CC(C)C(=O)Nc1ccc(C(=O)NNC(=S)NC(=O)c2ccccc2[N+](=O)[O-])cc1,i,i,i,i,-3,i,i,i,i,-0.2,i
Cn1c(=O)oc2cc(S(=O)(=O)Nc3ccc(O)cc3)ccc21,i,i,i,i,-11,i,i,i,i,-11,i
O=C(Cc1n[nH]c(=O)c2ccccc12)OCC(=O)c1ccccc1Cl,i,i,i,i,25,i,i,i,i,-1.0,i
CC(C)(C)c1ccc(NC(=O)Cn2cnc3cc([N+](=O)[O-])ccc3c2=O)cc1,i,i,i,i,39,i,i,i,i,-0.2,i
CN(C(=O)c1cc([N+](=O)[O-])ccc1N1CCCC1)C1CCCCC1,i,i,i,i,-12,i,i,i,i,0.2,i
COc1ccccc1S(=O)(=O)c1c(C)cc(C)[nH]c1=O,i,i,i,i,14,i,i,i,i,-0.4,i
CCN1CCN(C(=O)CCc2nc3ccccc3c(=O)[nH]2)CC1,i,i,i,i,11,i,i,i,i,-0.2,i
O=C(CNC(=O)c1ccco1)OCC(=O)c1ccc(Cl)cc1,i,i,i,i,16,i,i,i,i,-0.2,i
S=C(Nc1ccccc1)N1CCN(Cc2ccccc2)CC1,i,i,i,i,15,i,i,i,i,0.0,i
C#CCNC(=O)c1cc2sccc2n1C,i,i,i,i,15,i,i,i,i,-0.1,i
COc1ccc(/C=C/C(=O)OCC(=O)NCC2CCCO2)cc1 (stereo not given),i,i,i,i,13,i,i,i,i,0.6,i
CN1C(=O)C(O)(c2sc(N)nc2-c2ccccc2)c2ccccc21 (stereo not given),i,i,i,i,-9,i,i,i,i,-1.1,i
COC(=O)Cc1c(O)ccn(CCc2c[nH]c3ccc(OC)cc23)c1=O,i,i,i,i,30,i,i,i,i,-0.4,i
COc1ccc(CCNC(=O)C2CC(=O)N(C3CCCCC3)C2)cc1OC (stereo not given),i,i,i,i,1,i,i,i,i,0.0,i
CCOC(=O)C(NCc1ccccc1)(NC(=O)c1ccccc1)C(F)(F)F (stereo not given),i,i,i,i,14,i,i,i,i,-2.4,i
CCOc1ccc(C(=O)Nc2ccc(N3CCN(S(C)(=O)=O)CC3)cc2)cc1[N+](=O)[O-],i,i,i,i,7,i,i,i,i,0.1,i
COc1ccc(CNS(=O)(=O)c2ccccc2Br)cc1,i,i,i,i,1,i,i,i,i,0.8,i
CC#CC(=O)N1CCC(Oc2cccc(C(=O)NCc3ccccn3)c2)CC1,i,i,i,i,18,i,i,i,i,-0.1,i
O=C(O)CC1S/C(=N\N=C2\C(=O)Nc3ccccc32)N(c2ccc(O)cc2)C1=O (stereo not given),i,i,i,i,11,i,i,i,i,-0.6,i
CCc1cccc(NC(=O)c2ccc(Cn3nc(C)cc3C)o2)c1,i,i,i,i,11,i,i,i,i,1.1,i
CN(C)c1cc[n+](CC(=O)N2CCCc3ccccc32)cc1,i,i,i,i,12,i,i,i,i,0.0,i
S=C(Nc1ccccc1)Nc1ccccc1Br,i,i,i,i,12,i,i,i,i,0.3,i
Cc1cnc(C(=O)NCc2ccc(F)cc2)cn1,i,i,i,i,4,i,i,i,i,-0.6,i
CC1CCN(Cc2nnnn2CCCC(=O)NCC(C)(C)N2CCOCC2)CC1,i,i,i,i,11,i,i,i,i,-0.9,i
C[C@H]([C@@H](N)C(=O)N[C@@H](C(=O)O)[C@@H]1O[C@H](n2ccc(=O)[nH]c2=O)[C@@H](O)[C@H]1O)[C@@H](O)c1ccc(O)cn1,i,i,i,i,19,i,i,i,i,-0.1,i
O=C(NCc1cccs1)c1ccc(Cl)c(S(=O)(=O)N2CCCC2)c1,i,i,i,i,18,i,i,i,i,-0.1,i
O=C(NCCc1c[nH]c2ccccc12)C(=O)NCC1OCCN1S(=O)(=O)c1ccc(Cl)cc1 (stereo not given),i,i,i,i,28,i,i,i,i,-1.8,i
CCc1ccc(Nc2nc(N)nc(CSc3nc4ccccc4s3)n2)cc1,i,i,i,i,17,i,i,i,i,0.1,i
c1ccc2c(-c3nc(-c4ccncc4)no3)cccc2c1,i,i,i,i,21,i,i,i,i,3.0,i
COc1ccc(S(=O)(=O)N2CCCCC2)cc1NC(=O)c1cccnc1SC,i,i,i,i,13,i,i,i,i,-1.2,i
COc1ccc(CN2CCC(N3CCC(C(=O)N4CCOCC4)CC3)CC2)c(F)c1,i,i,i,i,15,i,i,i,i,-0.2,i
Cc1cccc(-c2nnn3c2nc(NCCc2ccc(S(N)(=O)=O)cc2)c2ccccc23)c1,i,i,i,i,23,i,i,i,i,0.8,i
O=C(NCc1cccc(F)c1F)C1CCC(=O)N(C2CC2)C1 (stereo not given),i,i,i,i,11,i,i,i,i,0.5,i
Cc1cc(C)n(-c2nc3c(c(=O)[nH]c(=O)n3C)n2CCc2ccccc2)n1,i,i,i,i,17,i,i,i,i,x,i
COc1ccc(Cc2nc(C(=O)NCc3ccccc3OC)cs2)cc1,i,i,i,i,12,i,i,i,i,-0.1,i
Cc1ccccc1OCc1nc(-c2ccc(NC(=O)c3ccco3)cc2)no1,i,i,x,i,35,i,i,i,i,x,i
CC(C)(C)CC(C)(C)NC(=O)Nc1cccc([N+](=O)[O-])c1,i,i,i,i,17,i,i,i,i,-0.1,i
COC(=O)c1c(C(=O)OC)c(C)n(Cc2ccco2)c1C,i,i,i,i,1,i,i,i,i,0.0,i
CCO[C@H]1OC(C(=O)NC2CC2)=C[C@@H](c2c[nH]c3ccccc23)[C@@H]1CCCO,i,i,i,i,8,i,i,i,i,-0.7,i
O=C(N1CCOCC1)n1nnc2ccccc21,i,i,i,i,24,i,i,i,i,-0.3,i
COc1ccc(C23NCCN2C(=O)c2ccccc23)cc1 (stereo not given),i,i,x,i,17,i,i,i,i,-1.0,i
CCOc1ccc(N2C(=O)CS/C2=C(\C(Cl)=C(Cl)Cl)[N+](=O)[O-])cc1,i,i,i,i,-4,i,i,i,i,-2.0,i
Cc1ccc(C(=O)Cc2ccccc2)o1,i,i,i,i,15,i,i,i,i,0.6,i
O=[N+]([O-])c1cccc(Cl)c1NCCNS(=O)(=O)c1ccccc1,i,i,i,i,18,i,i,i,i,-1.4,i
CC(C)(C)C(=O)Nc1cc(S(=O)(=O)Nc2ccc(Cl)cc2)ccc1O,i,i,i,i,28,i,i,i,i,-0.2,i
CCOC(=O)Cc1csc(NC(=O)CSc2nnnn2-c2ccc(CC)cc2)n1,i,i,i,i,29,i,i,i,i,-1.8,i

One compound at a time (already shown):
Profile of `Cc1ccccc1OCc1nc(-c2ccc(NC(=O)c3ccco3)cc2)no1` → TRPC4 act: i; TRPC6 act: i; PolyA inh: x; TRPC6 inhibitor: i; AI-2 QS modul: 35; TRPC4 PAM: i; MrgX1 allo act: i; MrgX1 agonist: i; MrgX1 antag: i; HIF activator: x; TRPC4 inh: i
Profile of `CCOc1ccc(N2C(=O)CS/C2=C(\C(Cl)=C(Cl)Cl)[N+](=O)[O-])cc1` → TRPC4 act: i; TRPC6 act: i; PolyA inh: i; TRPC6 inhibitor: i; AI-2 QS modul: -4; TRPC4 PAM: i; MrgX1 allo act: i; MrgX1 agonist: i; MrgX1 antag: i; HIF activator: -2.0; TRPC4 inh: i
